HP1b binding inh = HP1-beta chromodomain-methylated histone interaction inhibition; P83916; AlphaScreen HP1-beta / biotin-H3K9me3 peptide binding; Potency, µM (titrated, usually from 114 µM), inactives show top-dose activity change, negative = inhibition, usual class: inhibitors; hit rate 0.56% among 390,000; AID 540317; also: potency is read from the fitted curve at half-maximal effect; nearly all actives have a fitted effect of over 70% in size; inactives centre near 23
Target sequence (P83916 whole entry, looked up): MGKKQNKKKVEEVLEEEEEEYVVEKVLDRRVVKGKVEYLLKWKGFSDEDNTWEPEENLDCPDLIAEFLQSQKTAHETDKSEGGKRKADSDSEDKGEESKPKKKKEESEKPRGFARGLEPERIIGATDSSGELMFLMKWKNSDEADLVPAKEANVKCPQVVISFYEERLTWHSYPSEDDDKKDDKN
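Compound inhibition of the preformed complex between 50 nM HP1-beta and 50 nM biotinylated H3K9me3 peptide was read by AlphaScreen. Buffer was PBS pH 7.4 with 0.01% Tween-20. Incubations ran 30 min at room temperature, with 10 ug/mL donor/acceptor beads.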
mIDH1 inhibitor = inhibitors of human mutant IDH1 R132H; O75874; IDH1-R132H enzyme, NADPH consumption, diaphorase/resazurin fluorescence; Potency, µM (doses to about 76.6 µM), for the others: at the top dose activity change, negative = inhibition, most hits filed as inhibitors; hit rate 0.093% among 390,000; also: potency is read from the fitted curve at half-maximal effect; % is scaled to controls: 0 for no effect and ±100 for the full control effect; nearly all actives have a fitted effect of over 65% in size
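IDH1-R132H (0.5 ug/mL) preincubated 30 min with compound, then NADPH (0.016 mM) and alpha-KG (2 mM) added; 80 min at RT, pH 7.5. Remaining NADPH coupled via diaphorase/resazurin to fluorescence (540/590 nm); concentration-response curves normalized to no-enzyme control.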
Pin1 inhibitor = inhibitors of human Pin1 | hit rate 0.009% among 390,000 | Pin1 FP peptide displacement, HiFluor488, 10 min | Q13526 | AID 504891 | Potency, µM (titrated, usually from 115 µM), inactives show top-dose activity, negative = inhibition, usual class: inhibitors; active = well fitted inhibition curve with a large enough effect in the polarisation, with a control signal flat, not every such curve was filed as active; inconclusive = small, poorly fitted or top-dose-only effect, or effect the other way, or a change in a side signal; inactive = no such curve, though single readings can be large or run the other way; the % refers to the polarisation; also: potency is read from the fitted curve at half-maximal effect; % is scaled to controls: 0 for no effect and ±100 for the full control effect
Target sequence (Q13526 whole entry, looked up): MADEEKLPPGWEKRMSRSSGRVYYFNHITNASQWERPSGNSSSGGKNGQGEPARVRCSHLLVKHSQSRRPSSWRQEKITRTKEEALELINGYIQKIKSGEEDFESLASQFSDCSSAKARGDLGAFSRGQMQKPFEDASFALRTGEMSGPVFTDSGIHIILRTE
USP1-UAF1 inh = inhibitors of human USP1/UAF1 deubiquitinase; O94782; recombinant USP1/UAF1, Ub-Rhodamine cleavage fluorescence; Potency, µM (highest dose often 57.1 µM), for inactives: at the highest dose activity change, negative = inhibition, most hits filed as inhibitors; hit rate 0.23% among 390,000; also: potency is read from the fitted curve at half-maximal effect; % is scaled to controls: 0 for no effect and ±100 for the full control effect; nearly all actives have a fitted effect of over 60% in size; inactives centre near -12
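1 nM enzyme complex + cpd, 15 min RT; start with Ub-Rho 150nM final; kinetic fluorescence ex 480/em 540, 6 reads q60 s. Buffer 50mM HEPES pH 7.8, 0.5mM EDTA, 0.1 mg/ml BSA, 1mM TCEP, 0.01% Tween-20.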
PGK inhibitor = inhibitors of T. brucei phosphoglycerate kinase. P07378. PGK/GAPDH coupled, Kinase-Glo luminescence, 60 min. Potency, µM (doses to about 57.5 µM), without a hit: top-dose activity change, negative = inhibition, most hits filed as inhibitors. hit rate 0.043% among 380,000; also: potency is read from the fitted curve at half-maximal effect; % is scaled to controls: 0 for no effect and ±100 for the full control effect; nearly all actives have a fitted effect of over 60% in size
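Luminescent ATP detection (Kinase-Glo Plus) follows a 60-minute room-temperature incubation, with wells lacking PGK as controls. Buffer: 100 mM TEA (pH 7.6), 5 mM MgCl2, 0.01% Tween-20. Coupling enzyme GAPDH (100 nM final) supplies unstable 1,3-BPG in-well.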
GLS inh = blocks human kidney-isoform glutaminase activity | AID 624170 | O94925 | GLS enzymatic activity, qHTS titration | Potency, µM (series often up to 45.5 µM), inactives show top-dose activity change, negative = inhibition, most hits filed as inhibitors | hit rate 0.21% among 410,000; also: potency is read from the fitted curve at half-maximal effect; % is scaled to controls: 0 for no effect and ±100 for the full control effect
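Coupled fluorescence readout: glutamate oxidase/HRP/Amplex Red detect glutamate formed by hKGA from L-glutamine (1 mM solution added). Buffer 45 mM KH2PO4 pH 8.2, 0.02% Tween-20; reads at t0 and 30 min RT.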
TrxR1 inh = rat TrxR1 inhibition; hit rate 1% among 390,000; O89049; Potency, µM (doses to about 114 µM), without a hit: at the top dose activity change, negative = inhibition, usual class: inhibitors; recombinant rTrxR1, NADPH fluorescence consumption, selenite substrate; also: potency is read from the fitted curve at half-maximal effect; % is scaled to controls: 0 for no effect and ±100 for the full control effect; nearly all actives have a fitted effect of over 65% in size
Target sequence (O89049 whole entry, looked up): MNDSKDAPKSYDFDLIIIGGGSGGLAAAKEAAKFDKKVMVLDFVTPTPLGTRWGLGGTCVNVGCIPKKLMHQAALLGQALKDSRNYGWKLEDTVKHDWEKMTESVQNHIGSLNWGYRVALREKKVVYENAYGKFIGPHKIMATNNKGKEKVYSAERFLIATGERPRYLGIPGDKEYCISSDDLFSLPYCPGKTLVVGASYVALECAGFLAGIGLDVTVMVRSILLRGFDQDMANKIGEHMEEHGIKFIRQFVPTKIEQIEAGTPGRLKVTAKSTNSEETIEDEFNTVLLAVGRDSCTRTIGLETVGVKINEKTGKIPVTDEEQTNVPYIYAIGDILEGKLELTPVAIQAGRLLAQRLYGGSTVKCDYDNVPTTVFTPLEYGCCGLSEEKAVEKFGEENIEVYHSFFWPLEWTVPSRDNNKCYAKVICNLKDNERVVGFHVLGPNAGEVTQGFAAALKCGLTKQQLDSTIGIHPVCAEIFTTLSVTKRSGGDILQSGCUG
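Rat TrxR1 (90 nM in the dispensed reagent) was pre-reduced with 400 uM NADPH for 5 min at room temperature, then incubated with compound for 15 min. After 400 uM selenite was added, NADPH fluorescence (Ex 340/Em 450 nm) was followed for 8 min.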
PI4K2A inh = blocks human PI4K2A kinase activity | purified PI4K2A, ADP-Glo luminescence, 1 h; hits give low values | activity change, negative = inhibition, % at 76.9 µM | hit rate 0.13% among 420,000 | AID 1346378; in the data active = activity change below about -50%; inconclusive = mostly about -30% to -49%;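 also: -100% = wells without enzyme as full effect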
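In this quantitative HTS, ADP production by PI4K2A was quantified luminescently after 1 h at ambient temperature; 100 microM adenosine served as plate-quality control.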
TrxR1 substrate = is turned over as a substrate by rat TrxR1; O89049; purified TrxR1 substrate turnover, NADPH consumption readout; Potency, µM (titrated, usually from 114 µM), for the others: at the top dose activity change, negative = substrate turnover; hit rate 0.01% among 390,000; also: potency is read from the fitted curve at half-maximal effect; % is scaled to controls: 0 for no effect and ±100 for the full control effect; nearly all actives have a fitted effect of over 50% in size
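Rat TrxR1, dispensed at 90 nM, was prereduced with 400 uM NADPH (final) for 5 min at ~22 deg C, then incubated with compound 15 min before 400 uM selenite. A first-read NADPH fluorescence drop versus no-compound background flagged substrates.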
* marks the source's active call; other numbers are inactive results; i = inactive; u = inconclusive; x = no result given; & = joins results of further samples; [ ] = another dose, or the depositor's remark. Unless noted, calls follow the shape of the dose curve; as a rule, active = well fitted curve in the direction sought with a large enough effect; inconclusive = small, poorly fitted or top-dose-only effect, or another doubt; inactive = no such curve, though single readings can be large; an effect the other way counts as inactive or inconclusive. These rows are one share of the data, so the mix of outcomes need not match the whole.

Every second line gives: HP1b binding inh	mIDH1 inhibitor	Pin1 inhibitor	USP1-UAF1 inh	PGK inhibitor	GLS inh	TrxR1 inh	PI4K2A inh	TrxR1 substrate
- COc1ccc(-c2cc(=O)oc3cc(OCC(=O)N(C)C4CCS(=O)(=O)C4)ccc23)cc1 (configuration not stated)
 : 15.8%	1.6%	0.7%	-10.8%	3.3%	1.5%	15.8%	-0.8	-1.2%
- Cn1c(SCC(=O)N/N=C/c2ccc([N+](=O)[O-])s2)nnc1-c1ccc(Cl)cc1
 : -14.3%	3.4%	2.0%	-10.7%	-3.8%	5.6%	-2.0%[57.1 µM]	-5.1	11.0%
- COc1ccc(N(C)S(=O)(=O)c2c(C)noc2C)c(OC)c1
 : 3.5%	-9.7%	-1.2%	-9.6%	5.7%	3.8%	10.2%	-0.8	1.9%
- CCC(=O)Nc1ccc(NC(=O)CSc2nnnn2-c2cccnc2)cc1C
 : 18.9%	0.9%	-8.7%	-2.4%	x	1.0%	22.9%	1.9	6.8%
- Cc1cccc(N2C(=O)CC(Sc3nc(C)cc(C)n3)C2=O)c1 (configuration not stated)
 : 59.8%[activator]	3.3%	3.3%	-18.1%	-3.7%	-6.5%	u	1.3	2.2%
- CCc1cccc(C)c1NC(=O)C1CCCN1S(=O)(=O)c1cccc2nsnc12 (configuration not stated)
 : 31.2%	-6.8%	0.3%	-8.2%	7.3%	-2.8%	15.8%	-1.9	-1.8%
- COc1cc(OC)cc(C(=O)N[C@H](C(=O)Nc2nc(-c3ccc(F)c(F)c3)cs2)C(C)C)c1
 : -21.8%	-2.6%	1.2%	-14.0%	0.7%	5.5%	6.7%	3.4	-0.6%
- CCN1CCN(c2ncc3c(n2)CCN(Cc2ccc(C)s2)C3)CC1
 : -19.8%	-10.8%	4.9%	-9.3%	2.6%	7.3%	14.2%[57.1 µM]	0.0	6.8%[57.1 µM]
- Cc1ccc2oc(-c3cc(NC(=O)/C=C/c4ccco4)ccc3Cl)nc2c1
 : -8.4%	x	36.9%[activator]	u	x	0.1%	u	-5.0	4.8%
- OC1(c2cccc(C(F)(F)F)c2)CCN(Cc2nc(-c3cnccn3)no2)CC1
 : 41.0%[activator]	1.7%	-3.5%	-15.9%	-2.3%	11.2%	13.8%	-2.9	-0.2%
- Cc1ccc(-c2nnc(-c3ccncc3)n2-c2ccc(C)cc2)cc1
 : 33.8%	4.5%	3.2%	-10.1%	-1.1%	-1.2%	13.4%[57.1 µM]	1.6	8.4%[57.1 µM]
- COc1cc2sc3cc(NCc4ccc(C)o4)ccc3c(=O)c2cc1OC
 : 30.9%	7.3%	u	-25.9%	-5.4%	-6.0%	u	-2.6	38.9%[activator]
- Cc1ccccc1NC(=O)c1ccno1
 : 65.1%[activator]	11.0%	-7.3%	-22.2%	i	0.0%	40.9%[activator][0.457 µM]	1.7	7.1%
- CN(C)S(=O)(=O)c1cccc(NC(=S)NC(=O)c2ccco2)c1
 : 17.8%	2.2%	-0.2%	-19.7%	-7.8%	1.9%	u	6.8	-3.3%
- COc1ccccc1C(=O)NC(C)c1cccc2ccccc12 (configuration not stated)
 : 25.3%	6.5%	-2.2%	-16.8%	2.1%	20.9%	8.0%	1.3	4.3%[0.457 µM]
- Brc1cc2c(cc1/C=N/Nc1nc3ccccc3s1)OCO2
 : 22.6%	-4.1%	2.8%	-23.3%	1.9%	13.6%	0.8%	-1.1	-0.5%
- CCOc1cc(C(=O)OCc2ccc(OC)cc2)ccc1OCC(=O)N1CCOCC1
 : 28.4%	-19.2%	-2.5%	-18.7%	-4.4%	-4.0%	26.8%	-0.5	0.5%
- CN(C)c1ccc(-c2nn3c(-c4ccccc4Cl)nnc3s2)cc1
 : 52.7%[activator]	-2.0%	4.8%	-23.8%	-2.5%	-2.2%	102.0%[activator]	-7.0	128.5%[activator]
- O=C(Nc1ccccc1N1CCOCC1)c1ccc([N+](=O)[O-])cc1
 : -20.8%	14.0%	-3.3%	-17.9%	-2.2%	-3.9%	-12.9%	1.5	-9.8%
- Cc1nnc(NC(=O)c2cccc(S(=O)(=O)N3CCN(C)CC3)c2)s1
 : 25.2%	1.9%	-1.0%	-9.9%	-3.4%	1.1%	-18.1%	2.6	-11.7%

Carrying on:
Every second line gives: HP1b binding inh	mIDH1 inhibitor	Pin1 inhibitor	USP1-UAF1 inh	PGK inhibitor	GLS inh	TrxR1 inh	PI4K2A inh	TrxR1 substrate
- Cc1ccc(C(=O)C2CCNCC2)cc1
 : 16.5%	12.9%	4.3%	-19.0%	-5.4%	-1.6%	u	-5.3	-0.6%
- OC(Cc1nc2ccccc2[nH]1)c1ccccc1Cl (configuration not stated)
 : 20.3%	2.9%	1.0%	-7.2%	-0.2%	4.5%	13.5%	0.4	4.5%
- Cc1nc2ccccc2n1C1CCN(C(=O)Nc2ccccc2)CC1
 : 28.8%	-8.3%	-0.2%	-9.0%	-11.4%	0.4%	12.8%[11.4 µM]	0.4	1.3%[11.4 µM]
- O=C(NCCN1CCOCC1)c1cc2ccccc2oc1=O
 : 26.4%	1.5%	7.5%	-15.5%	i	0.2%	10.3%[57.1 µM]	-4.0	9.4%[57.1 µM]
- CN1CCc2c(sc(NC(=O)CS(=O)(=O)c3ccccc3)c2C(N)=O)C1
 : 9.7%	3.2%	-10.2%	-4.3%	-8.8%	18.5%	-9.6%[57.1 µM]	-0.8	-6.7%[57.1 µM]
- Fc1cccc(/C=N/n2c(C3CCCCC3)n[nH]c2=S)c1
 : 28.2%	0.9%	-7.9%	-20.5%	-8.5%	-23.5%	8.5%	6.0	-0.1%
- Cc1ccccc1NC(=O)c1ccc2c(O)c(S(=O)(=O)c3ccccc3)c(=O)[nH]c2c1
 : 42.1%&33.3%[activator]	-1.7%&9.9%	-0.8%&3.5%	-19.6%&-10.4%	-9.8%&-2.1%	15.1%&6.0%	7.4%&-6.3%	-3.7&-2.0	-7.6%&-4.9%
- Brc1ccccc1C1N=C(c2ccccc2)NO1 (configuration not stated)
 : 59.8%[activator]	0.0%	-0.8%	-8.2%	-8.9%	-2.2%	-50.3%[0.0914 µM]	-3.7	4.7%
- O=C(O)c1ccccc1-c1ccccc1C(=O)Nc1ccccc1-c1ccccc1
 : 39.8%[activator]	13.9%	0.2%	-7.7%	-1.3%	-2.9%	3.5%	2.1	-4.8%[2.29 µM]
- Cc1cc(C)n(-c2nnc(C)n2NS(=O)(=O)c2ccc(F)cc2)n1
 : -2.6%	10.4%	0.1%	3.7%	-8.2%	3.8%	25.4%	0.8	13.0%
- C[C@@H]1CN([C@@H](C)CO)C(=O)CCCn2nncc2CO[C@H]1CN(C)Cc1ccc2c(c1)OCCO2
 : x	-11.8%	x	-15.7%	-8.6%	-3.7%	x	6.5	x
- COc1ccc(C(=O)c2c(O)cc(-c3ccc(OC)cc3)oc2=O)cc1
 : 14.6%	-1.7%	1.7%	-5.6%	-2.4%	17.1%	-6.1%	-2.8	-6.4%
- CCN(C[C@H]1N[C@@](C)(C(=O)OC)[C@H]2C(=O)N(Cc3ccccc3)C(=O)[C@@H]12)C(=O)c1ccc(C(C)(C)C)cc1
 : 15.0%	-1.1%[38.3 µM]	0.8%	-12.2%	-1.6%	3.5%	9.3%	-2.0	-4.2%
- Cc1ccc(CNC(=O)COc2cc(O)c3c(c2)OC(C)(C)CC3=O)cc1
 : 28.5%	-0.1%	0.4%	0.9%	2.6%	-4.5%	-10.5%	0.0	-2.1%
- COc1ccccc1C(=O)Nc1c2c(nn1-c1cccc(C)c1C)CS(=O)C2 (configuration not stated)
 : 28.6%	1.3%	-9.2%	-25.1%	-0.9%	-0.5%	-3.9%	-1.8	-3.4%
- Cc1cn2c(=O)cc(COC(=O)c3cccc(NC(=O)COc4ccccc4)c3)nc2s1
 : 13.6%	-9.0%	u	-12.9%	i	2.5%	-3.3%[57.1 µM]	2.9	-2.0%[57.1 µM]
- COc1ccc(C(=O)NCC(c2ccco2)N2CCOCC2)cc1 (configuration not stated)
 : x	7.5%	x	u	i	0.4%	x	4.0	x
- Nc1ccc(SC(F)(F)F)cc1
 : 29.4%	-5.0%	-3.5%	-9.9%	-1.0%	-0.3%	19.6%	-4.1	3.1%
- Cc1cc(NC(=O)C2CCC(CNS(=O)(=O)c3ccc(Br)s3)CC2)ccc1Br (configuration not stated)
 : 21.4%	-15.2%	u	-6.0%	3.2%	1.2%	13.0%	3.4	-4.0%
- O=C(CN1CCC(NC(=O)c2ccc(F)cc2)CC1)NCc1ccccc1F
 : 45.9%[activator]	-0.6%	2.4%	-7.4%	-4.9%	13.2%	11.8%	-5.8	8.1%
- O=C(CCOc1ccccc1)N1CCN(S(=O)(=O)c2cccs2)CC1
 : 10.1%	0.3%	3.7%	2.6%	-3.2%	10.4%	1.8%	-2.4	-6.5%
- COc1ccc(C2N(c3ccc(Cl)cc3)C(=O)C3CCCN32)cc1 (configuration not stated)
 : 49.6%[activator]	1.2%	-2.6%	0.9%	-1.8%	1.9%	-10.0%[57.1 µM]	-4.2	4.7%[57.1 µM]

Screens as filed in PubChem.
